Assay outcomes (PubChem)
B2AR arrestin: recruits beta-arrestin to the human beta2-adrenergic receptor; P07550; beta-arrestin recruitment to beta2AR, cell-based reporter; Potency, µM (titrated, usually from 46.1 µM), inactives show at the highest dose activation, hits mostly activators; 330,000 tested, 0.02% active;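 further: potency means the concentration at half of the fitted maximal effect; 0% = DMSO controls and full agonism = EC100 isoproterenol or metaproterenol; nearly all actives have a fitted effect of over 65% in size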
Target sequence (P07550 whole entry, looked up): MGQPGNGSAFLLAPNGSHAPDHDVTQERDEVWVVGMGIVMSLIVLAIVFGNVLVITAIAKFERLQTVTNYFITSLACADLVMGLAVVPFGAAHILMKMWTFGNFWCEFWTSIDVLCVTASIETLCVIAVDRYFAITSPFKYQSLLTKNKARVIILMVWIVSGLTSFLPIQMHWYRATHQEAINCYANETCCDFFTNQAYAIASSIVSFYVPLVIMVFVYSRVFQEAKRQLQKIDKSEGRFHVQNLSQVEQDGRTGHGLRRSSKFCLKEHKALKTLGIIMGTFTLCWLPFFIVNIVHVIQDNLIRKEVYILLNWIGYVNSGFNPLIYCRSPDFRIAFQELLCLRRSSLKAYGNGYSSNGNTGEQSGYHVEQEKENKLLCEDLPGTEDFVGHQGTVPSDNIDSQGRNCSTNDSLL
TRPV1 agonist: activates the human vanilloid receptor TRPV1; TRPV1-expressing cells, Fluo-8 calcium influx, agonist mode; activation, % at 8.33 µM; 320,000 tested, 0.19% active; in the data active means activation above about 80%; inconclusive means between about 30% and that limit; further: 0% is about no effect
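Fluo-8 calcium influx in TRPV1-expressing cells, kinetic read (ex 480/em 520 nm). Compound added and read 3 min for agonist activity, followed by capsaicin at EC20 final and 2 min further read for enhancement.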
Integrin act MD: activates integrin-mediated alleviation for muscular dystrophy | alpha7betagal myoblasts, beta-gal FDG fluorescence, 48 h | Potency, µM (top dose mostly 38.3 µM), inactives show at the highest dose activation, usual class: activators | 350,000 tested, 0.064% active;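 further: potency means the concentration at half of the fitted maximal effect; 100% = response of the positive control SU9516; nearly all actives have a fitted effect of over 60% in size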
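Alpha7betagal+/- myoblasts (passage 13) were plated 16-24 hr, then exposed to compounds (1:260 dilution of DMSO stock) for 48 hours at 37C. After MPER lysis, β-galactosidase reporter activity was read as FDG fluorescence (ex 480/em 540) after 30 minutes.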
ELG1 DNA repair: blocks ELG1-dependent DNA repair in HEK293T cells | HEK293T ELG1-luciferase reporter, luminescence, 16 h; DNA damage induced by 5-fluorouridine | Potency, µM (doses to about 46.1 µM), for the others: top-dose activity change, negative = inhibition, most hits filed as inhibitors | 330,000 tested, 2.3% active | AID 504467; further: potency means the concentration at half of the fitted maximal effect; on the % scale 0 is the no-effect control and ±100 the full control effect; nearly all actives have a fitted effect of over 55% in size
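Cells (2,000 per well) received 5-fluorouridine plus test compound or DMSO and were incubated 16 hr at 37 °C, 5% CO2. Luciferase activity was read by luminescence 30 min after ONE-Glo addition; signal suppression marked inhibition of damage-induced ELG1 function.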
CXXC DNA block: MLL CXXC-DNA interaction inhibition; Q03164; MLL-CXXC / FITC-HOXA9 DNA fluorescence polarization; Potency, µM (series often up to 115 µM), without a hit: at the top dose activity change, negative = inhibition, most hits filed as inhibitors; 290,000 tested, 0.037% active; AID 2662; active means well fitted inhibition curve with a large enough effect in the polarisation, with a control signal flat, not every such curve was filed as active; inconclusive means small, poorly fitted or top-dose-only effect, or effect the other way, or a change in a side signal; inactive means no such curve, though single readings can be large or run the other way; the % refers to the polarisation; further: potency means the concentration at half of the fitted maximal effect
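Steps: dispense CXXC domain solution (7 uM) → pin compounds or unlabeled HOX-A9 DNA control → 5 min ambient → add FLSN-HOX-A9 solution (50 nM) → spin → 30 min ambient → fluorescence polarization. Tris pH 7.5/NaCl/DTT/BSA buffer.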
PTAP TSG101 blk: blocks PTAP/TSG101 interaction to inhibit HIV-1 budding | Q99816 | Fluorescence polarization, FITC-PTAP peptide / Tsg101 binding | Potency, µM (titrated, usually from 115 µM), without a hit: at the top dose activity change, negative = inhibition, most hits filed as inhibitors | 340,000 tested, under 10 active | AID 493005; active means well fitted inhibition curve with a large enough effect in the main read-out, with a control signal flat, not every such curve was filed as active; inconclusive means small, poorly fitted or top-dose-only effect, or effect the other way, or a change in a side signal; inactive means no such curve, though single readings can be large or run the other way; further: potency means the concentration at half of the fitted maximal effect; % of control where 0% means no effect
Target sequence (Q99816 whole entry, looked up): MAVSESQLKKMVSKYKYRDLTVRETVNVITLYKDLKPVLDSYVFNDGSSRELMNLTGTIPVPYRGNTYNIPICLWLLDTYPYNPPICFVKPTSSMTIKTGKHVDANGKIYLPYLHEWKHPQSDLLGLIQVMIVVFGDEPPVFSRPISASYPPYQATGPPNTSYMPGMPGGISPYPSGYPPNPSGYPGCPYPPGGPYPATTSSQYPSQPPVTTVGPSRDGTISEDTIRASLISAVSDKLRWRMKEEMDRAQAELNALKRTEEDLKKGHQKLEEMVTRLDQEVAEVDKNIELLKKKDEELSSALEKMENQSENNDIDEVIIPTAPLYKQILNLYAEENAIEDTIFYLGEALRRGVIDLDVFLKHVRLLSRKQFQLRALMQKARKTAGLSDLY
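Steps: Tsg101 binding domain dispensed (10 uM final), compounds pinned in DMSO, FITC-labeled PTAP-motif peptide added (50 nM final); after 20 min binding at room temperature, polarization measured.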
A-T KAP1 phos: potential ataxia-telangiectasia treatments restoring KAP-1 phosphorylation; 320,000 tested, 0.19% active; Potency, µM (series often up to 57.5 µM), for inactives: at the highest dose activation, actives largely listed as activators; AID 485349; […] A-T fibroblasts, KAP-1 phosphorylation AlphaLISA; neocarzinostatin DNA damage 30 min before lysis; further: potency means the concentration at half of the fitted maximal effect; % of control where 0% means no effect; nearly all actives have a fitted effect of over 45% in size
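hTERT-immortalized A-T patient fibroblasts ([…]), 500 cells/well in OPTI-MEM, 1% FBS, got compounds for 60 min, then NCS for 30 min at 37C. Lysates were then assayed for phospho-KAP-1 by AlphaLISA (anti-pKAP1 donor, anti-KAP1 acceptor beads), 6 hr at 25C.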
p53 reactivation: restores transcriptional activity of mutant p53; AID 504706; 320,000 tested, 0.063% active; H1299 p53-A138V BP100-luciferase reporter, luminescence, 24 h; Potency, µM (titrated, usually from 92.2 µM), for inactives: at the highest dose activity change, positive = activation, usual class: activators; further: potency means the concentration at half of the fitted maximal effect; % of control where 0% means no effect; nearly all actives have a fitted effect of over 45% in size
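H1299 (p53-null), stable ts p53-A138V + BP100-Luc; 1000 cells/well, Opti-MEM/10% FBS; cpd 4 pt, 1:5; 24 h, 37 deg C, 5% CO2; detection reagent 10 min RT; luminescence.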
BRCA1 expr up: BRCA1 expression activation; Potency, µM (highest dose often 46.1 µM), for inactives: at the highest dose activation, hits mostly activators; MCF7-BRCA1-FFLuc reporter, luminescence, 48 h; response scale: scaled: vehicle 0%, 10 µM genistein 100%; 380,000 tested, 1.1% active; further: potency means the concentration at half of the fitted maximal effect; nearly all actives have a fitted effect of over 80% in size; some results filed as inactive show a strong effect at the top dose
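Activators of BRCA1 expression were detected as increased firefly luciferase luminescence in engineered MCF7 cells after 48 h compound incubation. Signals were scaled to genistein 10 microM as full activation.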
TCR act: activators of T cell receptors. Potency, µM (titrated, usually from 9.22 µM), for inactives: top-dose activation of IL-2 secretion, hits mostly activators. AID 504894. 330,000 tested, under 10 active. primary human leukocytes, anti-CD3, IL-2 HTRF, 48 h; further: % of control where 0% means no effect
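IL-2 produced over 48 hr by a-CD3 bead-stimulated primary human leukocytes exposed to compounds was detected with a homogeneous time-resolved FRET immunoassay, 665nm acceptor signal after 320nm excitation.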
An asterisk follows results filed as active; ? = inconclusive; . = no result given; [ ] = another dose, or the depositor's remark. Unless noted, the call rests on the fitted dose curve; in most records, active means well fitted curve in the direction sought with a large enough effect; inconclusive means small, poorly fitted or top-dose-only effect, or another doubt; inactive means no such curve, though single readings can be large; an effect the other way counts as inactive or inconclusive. Hits appear at their usual frequency; 3.8% or so of the library scored in one or more.

SMILES | B2AR arrestin | TRPV1 agonist | Integrin act MD | ELG1 DNA repair | CXXC DNA block | PTAP TSG101 blk | A-T KAP1 phos | p53 reactivation | BRCA1 expr up | TCR act
COc1ccccc1CN(C)CC(=O)Nc1cccc(S(=O)(=O)N2CCCC2)c1 | -0.5% | . | 26% | -27% | . | -1% | 0% | -7% | -23% | 8%[46.1 µM]
COCCSc1nnc(NS(=O)(=O)c2ccccc2)s1 | -0.2% | 1 | -1% | 3% | -6% | -5% | -1% | -6% | -13% | -5%
CC(C)CN(CC(C)C)C1=N/C(=C\c2ccco2)C(=O)N1c1ccccc1 | -0.2% | 21 | 15% | ? | 6% | -2% | 0% | -2% | -32% | -3%
CC(Oc1ccc(Br)cc1)C(=O)O/N=C(\N)c1ccncc1 (stereo unspecified) | 0.0% | 4 | 13% | 0% | 5% | -5% | 4% | -9% | -12% | 9%
C/C=C/c1ccccc1OCc1ccc(C(=O)O)o1 | -1.8% | 0 | 25% | 8% | -16% | -2% | -8% | 12% | 31% | -2%
O=C(COC(=O)c1cccc(F)c1)NC1CC1 | 0.1% | 1 | 20% | 4% | 2% | 1% | 0% | 7% | -4% | 0%
O=S1(=O)CCO[C@H]2Cc3ccccc3[C@H]2N1Cc1cccc(F)c1 | -0.1% | 14 | 1% | -5% | -3% | -11% | 4% | 3% | 20% | -6%
COc1ccc(NC(=O)COc2ccc(C)c(C)c2)cc1S(=O)(=O)N1CCCCC1 | -0.4% | -4 | -13% | 11% | . | -2% | 1% | 12% | -11% | -5%
CC1=C(C)CC(C(=O)NNC(=O)c2cccc(Cl)c2)C(C(=O)O)C1 (stereo unspecified) | -2.5% | 8 | 1% | 7% | -2% | -2% | -15% | 4% | 10% | 0%[46.1 µM]
Cc1ccc2cc3c(N)c(C(=O)N4CC(=O)Nc5ccccc54)sc3nc2c1 | -0.3% | . | . | 9% | ? | . | 17% | 10% | . | .
CC1CCCCC12NC(=O)N(CC(=O)N(C)Cc1nc3ccccc3c(=O)[nH]1)C2=O (stereo unspecified) | -0.3% | 1 | -27% | 9% | . | -6% | 2% | -2% | 5% | 1%
c1ccc(OCc2nc3c4c(ncn3n2)-c2ccccc2CC42CCCC2)cc1 | -0.6% | 0 | 25% | ? | 4% | 0% | 10% | -3% | -13% | 9%[46.1 µM]
Cc1ccc(S(=O)(=O)c2nc(S(=O)(=O)c3ccccc3)sc2N2CCN(C)CC2)cc1 | -0.5% | 4 | -23% | ? | 4% | -2% | 5% | 2% | -66% | 1%
COc1ccc(C2CC(C)(c3ccc(OC)cc3OC)Nc3ccccc3N2)c(OC)c1 (stereo unspecified) | 0.1% | 3 | 16% | ? | 1% | 0% | -2% | 1% | 6% | -2%
Cc1ccc(C(=O)OC(C)C(=O)NC2CCCCC2C)s1 (stereo unspecified) | -0.1% | 10 | -5% | -1% | . | -6% | 4% | -4% | -30% | -4%
CN1C(=O)CC(C(=O)Nc2ccccc2F)SC1=Nc1ccc2c(c1)OCO2 (stereo unspecified) | 0.0% | 4 | 16% | ? | 1% | 0% | 0% | 0% | -27% | 4%
COc1ccc(NC(=O)C2CCC(CNS(=O)(=O)c3cccs3)CC2)cc1OC (stereo unspecified) | 0.1% | 3 | -2% | -20% | 21% | -4% | 2% | -4% | -27% | -4%
CCCCN(Cc1cc2cc(C)ccc2[nH]c1=O)C(=O)c1ccccn1 | 0.8% | -2 | -2% | 9% | -13% | -3% | 14% | -1% | -2% | -72%
CCc1nc(SCC(=O)Nc2cccc3ccccc23)[nH]c(=O)c1C | -0.2% | -1 | -57%[inhibitor] | 2% | 12% | 1% | 1% | ? | -9% | -4%
CCc1ccc(Oc2ncnc(N)c2[N+](=O)[O-])cc1 | -0.4% | 4 | -40% | 4% | -4% | -2% | 7% | -10% | -39% | .
Cc1ccc(S(=O)(=O)NCC2CCC(C(=O)NCCCN3CCOCC3)CC2)cc1 (stereo unspecified) | -0.2% | 3 | -7% | -4% | 1% | -1% | -2% | -3% | -22% | -3%
CCn1nc(C(C)C(=O)O)c2ccccc2c1=O (stereo unspecified) | -0.3% | 0 | -28% | 2% | -4% | -2% | 4% | 0% | -24% | -1%
c1ccc(-c2noc(-c3cccnc3)n2)cc1 | . | 4 | 0% | . | -10% | -7% | . | . | 53% | -1%
O=C(COc1ccccc1)NCCc1nc2ccccc2[nH]1 | 0.1% | 11 | 10% | 20% | 0% | -13% | 3% | 2% | -13% | 1%
CCNC(=O)CC(=O)Nc1ccccc1C(=O)O | 0.0% | 1 | 3% | 15% | -3% | -2% | -8% | 6% | -12% | -1%

Other results follow.
SMILES | B2AR arrestin | TRPV1 agonist | Integrin act MD | ELG1 DNA repair | CXXC DNA block | PTAP TSG101 blk | A-T KAP1 phos | p53 reactivation | BRCA1 expr up | TCR act
O=C(O)c1ccc2c(=O)n3c(nc2c1)/C(=C/c1ccc(C(F)(F)F)cc1)CC3 | 0.4% | -3 | 1% | -3% | 11% | -4% | -2% | 0% | 21% | -1%
CCOc1ccc(N=C(C)c2ccccc2O)cc1 | -0.5% | -5 | 9% | 8% | 1% | 0% | -2% | -8% | 6% | 2%[46.1 µM]
O=C1c2ccccc2C(Nc2ccc3nc(-c4cccnc4)[nH]c3c2)N1Cc1ccco1 (stereo unspecified) | 0.2% | -8 | ? | 15% | 13% | 0% | 29% | -2% | -17% | 0%[46.1 µM]
COc1ccc(-c2nc(CN3CCC(C(=O)NC4CC4)CC3)c(C)o2)cc1OC | 0.3% | 2 | 0% | 18% | -5% | -4% | 0% | -2% | 2% | -1%
COC(=O)c1ccccc1NC(=O)c1ccccc1SC | 0.0% | 1 | 9% | -14% | -14% | -2% | . | -11% | -9% | 1%[46.1 µM]
CC(C)CCNC(=O)CN(Cc1ccco1)C(=O)c1snc(C(N)=O)c1N | -0.1% | 4 | 5% | -4% | -7% | -3% | 7%[11.5 µM] | 0% | 1% | -4%
C=CCN(Cc1cccc(OC)c1OC)S(=O)(=O)N(C)C | 0.1% | -2 | -18% | 8% | -5% | -4% | 14% | -3% | 13% | -2%
CCc1ccc2[nH]c(O)c(N=NC3=NC(=O)CS3)c2c1 | 0.5% | . | ? | 9% | -6% | -5% | -13% | -4% | -18% | 11%
CC(=O)c1cccc(OCC(=O)N(Cc2ccco2)c2c(N)n(Cc3ccccc3)c(=O)[nH]c2=O)c1 | 0.2% | 0 | -9% | -10% | . | 1% | 19% | 8% | 0% | -11%
CCOC(=O)[C@@H]1[C@H]2COc3ccccc3[C@@H]2N2C(=O)N(c3cccc(Cl)c3)C(=O)[C@@]12C | -0.2% | -2 | -5% | 0% | 1% | -7% | 3% | 11% | -17% | 0%
Fc1ccc(CN2CCN(c3ncccn3)CC2)c(F)c1 | -0.7% | -2 | 0% | -7% | -9% | -4% | 3% | 12% | 31% | .
Cc1ccc(N(C(=O)CC2NC(=O)NC2=O)C2(C(=O)NC3CCCC3)CCCCC2)cc1 (stereo unspecified) | 0.0% | 0 | 1% | 4% | -6% | -3% | -7% | 6% | -2% | 0%
COc1cccc(C(C(=O)NC(C)(C)C)N(C(=O)CCC(=O)Nc2cc(C)on2)c2ccc3c(c2)OCCO3)c1OC (stereo unspecified) | 0.0% | -1 | 0% | 4% | 1% | -3% | 7% | -2% | -79% | 0%
CSc1nnc(C)c(=O)n1COC(=O)c1ccc(S(=O)(=O)N2CCOCC2)cc1 | -0.5% | 0 | 3% | 10% | 0% | -3% | 0% | -13% | -1% | 2%[46.1 µM]
COc1cc([N+](=O)[O-])ccc1NC(=O)C[n+]1cccc(C)c1 | 0.0% | -3 | 16% | -1% | 5% | -8% | 3% | -8% | 10% | .
Cc1ccc(SCc2ccc(C(=O)Nc3ccccc3Br)cc2)cc1 | -1.6% | 1 | -19% | 19% | 4% | -4% | 8% | 2% | 41% | -3%[46.1 µM]
O=[N+]([O-])c1cc(C(F)(F)F)ccc1NCCOc1ccccc1 | -0.7% | 1 | 9% | ? | 14% | -3% | 6% | ? | ? | -1%[46.1 µM]
Cc1ccn2cc(CCNS(=O)(=O)c3ccc4c(c3)CCCC4)nc2c1 | -0.8% | -4 | 10% | -5% | 15% | -4% | -9% | 5% | -1% | -4%
COc1ccc(CCNC(=O)CCS(=O)(=O)c2ccc3c(c2)NC(=O)CO3)cc1OC | -0.6% | 4 | -1% | 10% | 1% | 0% | -14% | 3% | -1% | 4%
Brc1ccc(OCCCOc2cccc3cccnc23)cc1 | -3.0% | -3 | 5% | ? | -4% | -6% | -8% | 7% | 76% | 7%
